Bioassay records (PubChem)
Cneo AK release – Cryptococcus neoformans lysis via adenylate kinase release | C. neoformans lysis, adenylate kinase release luminescence, 4 h; normalised: neutral wells 0, clomiphene wells 100 | lysis activity, % at 15 µM | hit rate 0.2% among 360,000;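 active means mean lysis activity across replicates of at least 80%, whatever share of replicates individually reach that level; inactive means mean lysis activity below 80%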
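Assay system: Cryptococcus neoformans yeast cells / Dosing: single-point compound dose / Timing: 4 h at 37 °C static, read 1 h later / Measured by: luminescence of released adenylate kinase using an AK detection reagent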
S100A4 MyoIIA – inhibitors of human S100A4 binding to myosin IIA peptide; P26447; S100A4/TAMRA-MyoIIA peptide fluorescence polarization; inhibition, % at 10.7 µM; hit rate 0.14% among 360,000; AID 652163;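 active means mean inhibition of at least 70% across replicates, with every replicate also reaching that level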
Target sequence (P26447 whole entry, looked up): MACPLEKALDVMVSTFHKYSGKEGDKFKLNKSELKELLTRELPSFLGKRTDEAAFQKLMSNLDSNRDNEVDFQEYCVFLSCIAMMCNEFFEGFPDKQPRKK
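incubation = readout 5 min after mixing, signal stable up to 60 min | system = S100A4 monomer protein | buffer or medium = HEPES pH 7.2 with CaCl2, KCl, NaCl, DTT, Triton | benchmarks = neutral control DMSO, positive control TFP | also added = fluorescent myosin IIA peptide, 5 nM | compound dosing = one concentration per compound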
Xi reactivation – reactivates the inactive X chromosome in mouse fibroblasts. AID 743238. hit rate 0.055% among 360,000. activation, % at 7.58 µM. XiGFP mouse fibroblasts, % GFP-positive cells imaging, 3 d; cells co-treated with 5-aza-dC sensitizer; scaled so ellipticine positive control = 100%;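 active means mean normalized replicate activation at least 10% and every replicate at or above 10%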;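 further: 0% = median of on-plate neutral control wells and 100% = ellipticine 6 µM median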
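System: 68-5-11 XiGFP fibroblast line; Timing: 3 days compound exposure; Compound dosing: one concentration, pinned; Benchmarks: positive control ellipticine, 6 µM final; Buffer or medium: DMEM containing 5-aza-dC.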
PGC1a acetyl inh – PGC1a acetylation modulation, inhibitor mode; U2OS PGC1a acetylation, AlphaScreen anti-acetyl-lysine; with virally co-expressed GCN5 acetyltransferase; inhibition, % at 15.6 µM; hit rate 0.17% among 350,000; AID 651687;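 active means every replicate shows inhibition of at least 40%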;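 further: 0% = neutral control wells and 100% = positive control wells; some results beyond the cut were filed as inactive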
ERAP1 inh – blocks human ERAP1 aminopeptidase activity. inhibition, % at 10.7 µM. hit rate 0.15% among 340,000. recombinant ERAP1, Leu-AMC fluorescence, 60 min. Q9NZ08;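 active means mean replicate inhibition of at least 30%, or all replicates individually reaching that 30% level; inactive means mean below 30% and not every replicate reaching it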;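 further: 0% = neutral control wells and 100% = L-leucinethiol positive control wells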
SIRT5 block – blocks human SIRT5 desuccinylation of peptide | Purified SirT5, succinyl-peptide AMC, trypsin-coupled fluorescence | hit rate 1.1% among 330,000 | AID 652115 | inhibition, % at 15 µM | Q9NXA8; in the data active means inhibition above about 15%
Target sequence (Q9NXA8 whole entry, looked up): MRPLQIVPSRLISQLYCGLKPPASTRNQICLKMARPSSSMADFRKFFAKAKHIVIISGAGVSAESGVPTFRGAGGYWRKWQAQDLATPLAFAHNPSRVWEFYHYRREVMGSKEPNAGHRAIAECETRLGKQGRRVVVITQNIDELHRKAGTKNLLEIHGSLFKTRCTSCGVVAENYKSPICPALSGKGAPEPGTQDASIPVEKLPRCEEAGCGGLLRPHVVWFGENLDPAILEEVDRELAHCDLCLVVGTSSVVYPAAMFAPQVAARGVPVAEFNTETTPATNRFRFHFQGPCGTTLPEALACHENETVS
C2C12 statin – suppression of simvastatin myotoxicity | C2C12 myotubes + simvastatin, ATP luminescence, 48 h; scaled: DMSO 0, geranylgeraniol control 100 | rescue of ATP level, % at 7.49 µM | hit rate 0.78% among 330,000;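 active means mean ATP rescue above about 67%, or every replicate alone reaching that limit, limit read from the data, passing the limit was not always enough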;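 further: myotubes were challenged with 10 µM simvastatin during compound exposure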
LGR2 antag – blocks bursicon-induced cAMP signaling via Drosophila LGR2. HEK293 LGR2, CRE-luciferase, bursicon-stimulated, 4 h. inhibition, % at 9.99 µM. hit rate 0.35% among 380,000;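 active means drop in luminescence signal, shown as inhibition above about 50% in the replicate tests, limit read from the data, passing the limit was not always enough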;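 further: agonist challenge used bursicon conditioned medium at about half maximal strength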
Starred values were filed as active, the others as inactive; / = not tested or not shown; & = joins results of further samples. Only part of the results is shown; rates above refer to the full screens.

1. COC(=O)CCC[C@H](C)[C@@H](NS(=O)(=O)c1ccc(C)cc1)C(C)(C)C
2. Cc1cc(C)nc(SCc2nnc(SCC(=O)O)n2-c2ccccc2)n1
3. C[C@H]1CCCCO[C@H](CN(C)CC2CCCCC2)[C@@H](C)CN([C@@H](C)CO)C(=O)c2cc(NC(=O)c3ccccc3)ccc2O1
4. COc1ccc(C)cc1Nc1n[n+](C)c(-c2ccc(O)cc2O)s1
5. CCOc1ccc(CCN2C(=S)N([C@@H](Cc3ccc(O)cc3)CN3CCC[C@@H]3CN3C(=S)NC[C@@H]3Cc3ccc(O)cc3)C[C@@H]2Cc2ccc(O)cc2)cc1
6. CN(C)c1ccc(S(=O)(=O)N(C)C)cc1NC(=O)Cc1cccc2ccccc12
7. CCNC(=O)CCSc1nc(C)cc(C)n1
8. COC(=O)c1cc(NC(=O)CC(=O)c2cccc(N)c2)cc(C(=O)OC)c1
9. COc1ccc(NC(=O)CN2C(=O)C(c3ccccc3)=NC23CCCCCC3)cc1OC
10. CC(C)CC#Cc1ccc2c(c1)O[C@@H](CN(C)C(=O)CC1CC1)[C@@H](C)CN([C@@H](C)CO)S2(=O)=O
Compound,1,2,3,4,5,6,7,8,9,10
Cneo AK release,/,-1,42,1,/,4,/,2,/,-7
S100A4 MyoIIA,0,-6,21,-4,1,11,2,-2,-4,-6
Xi reactivation,-0.1,0.0,0.3,0.0,0.0,0.0,0.0,-0.1,0.5,-0.9
PGC1a acetyl inh,/,16,-3,7,/,-6,/,/,/,-9
ERAP1 inh,0,6,1,2,-2,5,6,2,0,1
SIRT5 block,/,3,4,-4,-1,0,-1,/,1,10
C2C12 statin,/,4,/,3,/,-52,/,/,/,1
LGR2 antag,-1,16,2,-2,15,4,-29,-1,12,7

Record cards, as listed above. Values in the order: Cneo AK release, S100A4 MyoIIA, Xi reactivation, PGC1a acetyl inh, ERAP1 inh, SIRT5 block, C2C12 statin, LGR2 antag
CN(C)c1ccc(S(=O)(=O)N(C)C)cc1NC(=O)Cc1cccc2ccccc12 reads 4, 11, 0.0, -6, 5, 0, -52, 4
Cc1cc(C)nc(SCc2nnc(SCC(=O)O)n2-c2ccccc2)n1 reads -1, -6, 0.0, 16, 6, 3, 4, 16
C[C@H]1CCCCO[C@H](CN(C)CC2CCCCC2)[C@@H](C)CN([C@@H](C)CO)C(=O)c2cc(NC(=O)c3ccccc3)ccc2O1 reads 42, 21, 0.3, -3, 1, 4, /, 2

The results go on.
11. Nn1c(SCC(=O)N2CCCCCC2)nnc1-c1ccncc1
12. CCCCC(=O)Nc1ccc(C(=O)NCCc2ccc(S(N)(=O)=O)cc2)cc1
13. Cc1ccc(NC(=O)COC(=O)C2COc3ccccc3O2)cc1 (stereo not drawn)
14. CCN1C(=O)/C(=C/c2nc3ccccc3c(=O)n2-c2ccc(C)cc2)c2ccccc21
15. Cc1nn(C)c(C(=O)N/N=C/c2cccnc2)c1Br
16. Cc1cc2nc(-c3ccc(F)cc3)c(Cc3ccccc3)n2c(C)c1Br
17. COc1ccc([C@H]2CC(=O)C=C(c3ccccc3OC)C2)cc1OC
18. O=c1c(Cl)c(O)c2cccc3c4ccccc4n1c23
19. Cc1ccn2cc(-c3ccc(Br)cc3)nc2c1
20. Cc1ccc(S(=O)(=O)NN=C2CC3CC2C2CCCC32)cc1 (stereo not drawn)
Compound,11,12,13,14,15,16,17,18,19,20
Cneo AK release,-2,/,0,/,-3,7,0,/,-5,/
S100A4 MyoIIA,3,1,-1,2,3,-1,1,0,-3,-1
Xi reactivation,/,0.0,0.0,0.0,0.1,-0.1,0.1,-0.1,/,0.0
PGC1a acetyl inh,2,5,10,/,/,-14,-1,/,9,/
ERAP1 inh,1,-6,-2,-2,2,-3,-5,5,/,2
SIRT5 block,1,-4,-2,-6,0,-3,-2,-6,-1,-3
C2C12 statin,-3,8,-1,/,6,0,17,/,-40,/
LGR2 antag,-1,21,0,36,-6,0,-30,8,59*,-17

21. CC(C)c1onc(C(=O)Nc2cccc(Cl)c2)c1[N+](=O)[O-]
22. CCN(CC)CCN1C(=O)C(=O)/C(=C(/O)c2ccc(S(=O)(=O)N3CCOCC3)cc2)C1c1ccc(C)cc1 (stereo not drawn)
23. O=C(O)c1ccc(OCCn2ccnc2)cc1
24. O=C(CSc1n[nH]c(=O)n1Cc1ccco1)c1ccc2c(c1)OCCO2
25. CN1[C@@H]2c3ccc(-c4cccnc4)c(=O)n3C[C@@H]2[C@@H](CO)[C@@H]1C(=O)NC1Cc2ccccc2C1
26. CCn1c(SCC(=O)N(C)C2CCCCC2)nc2cc(S(N)(=O)=O)ccc21
27. Cc1ccc(-c2cc(C(=O)NCCCN3CCOCC3)c3ccccc3n2)cc1
28. CCN(CC(=O)Nc1ccc(C(=O)OC)cc1)Cc1ccccc1
29. Cc1ccc(C(=O)N/N=C\C=C\c2ccccc2[N+](=O)[O-])cn1
30. CCOc1ccccc1/C=C/C(=O)N1CCN(C(=O)c2ccco2)CC1
Compound,21,22,23,24,25,26,27,28,29,30
Cneo AK release,/,/,0,2,64,-2,-1,-1,/,-2
S100A4 MyoIIA,4,1,-1,-7,10,-4,-6,2,-4,2
Xi reactivation,-0.1,0.5,0.4,0.0,0.0,-0.1,0.4,0.1,0.0,0.1
PGC1a acetyl inh,/,/,-6,1,/,-1,/,-13,6,0
ERAP1 inh,-1,1,-1,-2,0,2,2,-2,-7,-1
SIRT5 block,-5,9,0,-2,3,-3,-9,-1,-1,/
C2C12 statin,/,/,-6,8,-8,6,-9,1,/,-3
LGR2 antag,-49,10,3,-47,7,/,-12,14,1,2

31. CC(C(=O)O)n1cc(Cl)cn1 (stereo not drawn)
32. CO[C@@H]1CN(C)C(=O)c2ccc(NC(=O)Nc3cc(F)ccc3F)cc2OC[C@H](C)N(C(=O)c2cnccn2)C[C@@H]1C
33. COc1ccc(CCN2C(=O)C3C4C=CC(C3C2=O)C2C(=O)N(CCc3ccc(OC)c(OC)c3)C(=O)C42)cc1OC (stereo not drawn)
34. O=S(=O)(Nc1ccccn1)c1ccc(Cl)c2ccccc12
35. CCc1nc(SCC(=O)Nc2ccc(F)cc2F)c2c(=O)n(C)c(=O)n(C)c2n1
36. O=C(COC(=O)Cn1cnc2ccccc2c1=O)NCc1ccccc1Cl
37. CCOC(=O)CSc1nc(=O)n2cc(C)ccc2n1
38. CC(=O)c1coc2ccc(OCCN3CCCCC3)cc12
39. COc1ccccc1-c1cc(C(=O)NC2CCN(C)CC2)c2ccc(Cl)c(C)c2n1
40. Oc1ccc(Cl)cc1CNC1CCCCC1
Compound,31,32,33,34,35,36,37,38,39,40
Cneo AK release,/,-6,0,/,5,/,/,-1,22,5
S100A4 MyoIIA,-5,-10,-3,1,1,19,5,-16,-2,1
Xi reactivation,0.0,0.5,/,0.0,0.0,0.1,0.0,/,0.0,0.0
PGC1a acetyl inh,-22,-6,11,2,1,/,/,-3,-7,4
ERAP1 inh,3,0,-10,2,-2,-3,-2,4,1,-2
SIRT5 block,-5,2,-1,1,-1,-2,0,-5,-1,0
C2C12 statin,/,5,-18,/,-20,/,/,-11,-5,-13
LGR2 antag,15,3,6,/,0,9,1,17,-1,6

41. Cc1ccc(F)cc1NC(=O)c1ccc(OCC2CCCO2)cc1 (stereo not drawn)
42. COc1ccccc1NC(=O)CSc1nnc(-c2ccc(NC(C)=O)cc2)n1C
43. Cc1ccc(CNS(=O)(=O)c2ccc([N+](=O)[O-])cc2)cc1
44. O=C(O)c1cc2c(ncc3c(=O)n(-c4ccccc4)[nH]c32)s1
45. COCC#Cc1ccc2c(c1)O[C@H](CN(C)C(=O)c1ccccc1)[C@@H](C)CN([C@@H](C)CO)S2(=O)=O
46. C[C@H]1CN([C@@H](C)CO)C(=O)c2cc(NC(=O)Nc3ccc4c(c3)OCO4)ccc2O[C@@H]1CN(C)C(=O)Nc1ccc(C(F)(F)F)cc1
47. Cc1ccc(S(=O)(=O)Nc2ccc3c(c2)CC(=O)N([C@@H](C)CO)C[C@@H](C)[C@H](CN(C)C(=O)Nc2c(C)noc2C)O3)cc1
48. COc1ccc2[nH]cc(/C=C/C(=O)c3ccccc3)c2c1
49. CCN(C(=O)COC(=O)CNC(=O)c1ccc(F)cc1)C1CCS(=O)(=O)C1 (stereo not drawn)
50. COCCCNC(=O)c1oc2ccc(S(=O)(=O)N3CCOCC3)cc2c1C
Compound,41,42,43,44,45,46,47,48,49,50
Cneo AK release,1,1,-1,/,2,-1,0,/,/,0
S100A4 MyoIIA,-5,/,-1,3,1,-12,-5,-5,0,-12
Xi reactivation,0.0,/,0.0,0.0,0.0,0.0,-0.9,0.0,0.0,0.3
PGC1a acetyl inh,5,-13,17,/,1,8,11,/,7,-1
ERAP1 inh,2,/,1,13,-1,0,1,0,-3,-1
SIRT5 block,-13,/,2,1,-3,6,-3,/,/,-1
C2C12 statin,5,-3,-6,/,-17,91*,-12,/,/,-8
LGR2 antag,-32,2,-2,9,-4,12,-26,-86,-2,9

51. CCN(CC(=O)NCc1ccc(F)cc1)C(=O)/C=C/c1ccc(S(=O)(=O)N(CC)CC)cc1
52. C[C@H](CO)N1C[C@H](C)[C@H](CN(C)Cc2cccc(F)c2)Oc2ncc(Br)cc2C1=O
53. O=C(COc1ccc2c(c1)CCC2)NCc1ccc(Cl)cc1
54. Cc1cccc(-n2ccc(=O)c(C(=O)Nc3ccc(S(=O)(=O)Nc4nccs4)cc3)n2)c1
55. CC(Oc1ccccc1Cl)C(=O)/C=C/N(C)C (stereo not drawn)
56. CCC(C)NC(=O)C1CC(c2cccc(OC)c2)=NO1 (stereo not drawn)
57. CCCNC(=O)c1cc(C2CCCCN2S(=O)(=O)c2ccccc2)on1 (stereo not drawn)
58. COc1ccc(/C=C(\C#N)c2nc3ccccc3[nH]2)cc1O
59. O=C(CS(=O)(=O)c1cn(CC(=O)N2CCOCC2)c2ccccc12)Nc1ccccc1F
60. CC1(C)CC(=O)C2=C(C1)N(c1ncn[nH]1)C(N)=C(C#N)C2c1ccccc1 (stereo not drawn)
61. COc1ccc(/C=C/c2ccccc2)cc1[C@H]1[C@@H]2C=CCC[C@@]2(C)C(=O)N1Cc1ccccc1
62. COc1ccc(CCNC(=O)CN(c2ccc(OC)c(OC)c2)S(=O)(=O)c2ccc(C)cc2)cc1
63. COc1ccc(C)cc1C1=CC(=O)C[C@H](c2ccc(F)cc2)C1
Compound,51,52,53,54,55,56,57,58,59,60,61,62,63
Cneo AK release,-2,1&-6&-8,0,/,5,5,1,-5,0,/,-4,-1,-1
S100A4 MyoIIA,-4,-4&6&9,3,-10,/,/,-1,1,1,6,-1,-8,2
Xi reactivation,0.0,0.3&-1.1,0.3,0.0,/,/,-0.1,0.0,0.0,0.0,0.0,0.5,0.0
PGC1a acetyl inh,/,2&-1&54,/,-2,1,-2,2,/,/,/,11,15,/
ERAP1 inh,-7,3&2&2,9,-1,/,/,0,-3,-7,4,0,-2,2
SIRT5 block,-1,-3&-5&5,-6,0,/,/,1,-1,-3,-2,/,/,12
C2C12 statin,-15,-5,/,-1,27,-5,20,-50,0,/,2,-20,21
LGR2 antag,-8,3&4,-5,-4,9,1,-2,-56,-3,-5,-33,-20,16
